RNase H inhibition: RNase H inhibition, HIV 1 Gag Pol polyprotein, FRET biochemical assay, screening (AID 372); HIV-1 RT RNase H, FRET RNA/DNA substrate fluorescence; higher % means a stronger effect; inhibition, % at 10 µM, or IC50 in µM where a hit was titrated; 100,000 tested, 0.77% active; in the data active means inhibition above about 50%
Numbers without * were called inactive. The list is partial; rates above refer to the full screens.

Start of the data: the first 4 compounds (preview)
SMILES | RNase H inhibition
COc1ccc(-c2cc(-c3ccccc3)nc(SCC(=O)N3CCCCC3)c2C#N)cc1 | 13.0%
O=C(Nc1ccc(OC(F)(F)F)cc1)C1CCCN1S(=O)(=O)c1ccc(Cl)cc1 (centres undefined) | 3.0%
COc1ccc(NC(=O)C2=C(C)NC(=O)NC2c2cccc(Cl)c2)cc1 (centres undefined) | 2.0%
CCOC(=O)CSc1nc2ccc(NC(C)=O)cc2s1 | 7.0%

The whole of this part, from the first entry:
SMILES | RNase H inhibition
COc1ccc(-c2cc(-c3ccccc3)nc(SCC(=O)N3CCCCC3)c2C#N)cc1 | 13.0%
O=C(Nc1ccc(OC(F)(F)F)cc1)C1CCCN1S(=O)(=O)c1ccc(Cl)cc1 (centres undefined) | 3.0%
COc1ccc(NC(=O)C2=C(C)NC(=O)NC2c2cccc(Cl)c2)cc1 (centres undefined) | 2.0%
CCOC(=O)CSc1nc2ccc(NC(C)=O)cc2s1 | 7.0%
Cc1ccc(N2C(=O)CC(NCCc3cccc(F)c3)C2=O)cc1 (centres undefined) | 12.0%
Cc1cccc(CC(Cc2nc3ccccc3[nH]2)c2nc3ccccc3[nH]2)c1 (centres undefined) | 6.0%
COc1ccc(C2C(C(=O)OC3CCCCC3)=C(C)NC3=C2C(=O)CCC3)cc1OC (centres undefined) | 2.0%
COc1cc(OC)c([N+](=O)[O-])cc1/C=C1/C(=O)NC(=O)N(c2ccc(Br)cc2)C1=O | 0.0%
Cc1nn(-c2ccccc2)c2sc(C(=O)Nc3cccc4ccccc34)cc12 | 6.0%
CCOC(=O)C1C(=O)NC(SC)=C(C#N)C1c1ccccc1[N+](=O)[O-] (centres undefined) | 13.0%
CCC(=O)Nc1cc2nn(-c3ccc(Cl)cc3)nc2cc1C | 6.0%
CCC(CC)C(=O)Nc1cc(OC)ccc1OC | 15.0%
CCOC(=O)c1ccc(N2NC(=O)/C(=C/c3ccc(-c4ccc(Cl)c(C(=O)O)c4)o3)C2=O)cc1 | 19.0%
Cc1cc(C)cc(N2C(=O)NC(=O)/C(=C\c3ccc(F)cc3)C2=O)c1 | 0.0%
O=C(Nc1ccc2oc(-c3ccccc3F)nc2c1)c1cccc([N+](=O)[O-])c1 | 44.0%
CN(c1ccccc1)N1C(=O)/C(=C\c2ccc(Cl)cc2)SC1=S | 12.0%
C=CCOc1ccc(/C=C2\N=C(c3ccc(Cl)c([N+](=O)[O-])c3)OC2=O)cc1 | 4.0%
O=C1c2cccc3ccc(Cl)c(c23)C(=O)N1O | 90.0%*
COc1ccc2c(c1)C(C)CC(C)(C)N2C(=O)c1sc2cc([N+](=O)[O-])ccc2c1Cl (centres undefined) | 13.0%
CCOc1ccc(NC(=O)C2=C(C)NC(=O)NC2c2cccc(Br)c2)cc1 (centres undefined) | 4.0%

Two consecutive records already listed, for reference:
SMILES | RNase H inhibition
COc1ccc2c(c1)C(C)CC(C)(C)N2C(=O)c1sc2cc([N+](=O)[O-])ccc2c1Cl (centres undefined) | 13.0%
CCOc1ccc(NC(=O)C2=C(C)NC(=O)NC2c2cccc(Br)c2)cc1 (centres undefined) | 4.0%

(list continues)
SMILES | RNase H inhibition
Cc1ccc(-n2c(SCCc3ccccc3)nc3ccccc3c2=O)cc1 | 4.0%
CN(C)CCN1C(=O)C(=O)/C(=C(/O)c2ccccc2)C1c1ccc(Cl)cc1Cl (centres undefined) | 0.0%
Cc1ccc(NC(=O)CN(c2cc(Cl)cc(Cl)c2)S(C)(=O)=O)c(C)c1 | 2.0%
CCOc1ccc(/C=C2/SC(=O)NC2=S)cc1 | 16.0%
CSc1ccc(C=Nc2ccccc2C(N)=O)cc1 | 2.0%
C=CCC1(N(Cc2ccccc2)C(C)=O)CCCCC1 | 19.0%
COc1ccc(-n2c(C=C3C(=O)Nc4ccc(C)cc43)nc3ccccc3c2=O)cc1 | 2.0%
CN(C)/C=C1\CCCCC1=C(C#N)C#N | 13.0%
O=c1sc(Nc2ccc(Cl)c(Cl)c2)nc2ccccc12 | 16.0%
CC(C)=C1C2CCC1C(C(=O)Nc1cc(C)cc(C)c1)C2C(=O)O (centres undefined) | 0.0%
O=C(/C=C/NNC(=O)c1ccccc1O)c1ccccc1 | 5.0%
O=C(c1ccc(Cl)cc1[N+](=O)[O-])N1CCN(Cc2ccccc2)CC1 | 7.0%
O=C(NN=C1CCCCCCCCCCC1)c1ccccc1[N+](=O)[O-] | 0.0%
COc1cc(OC)c(OC)cc1CN1CCN(Cc2cccc(OC)c2OC)CC1 | 3.0%
COc1ccc(C(=O)/C=C/c2ccc(Cl)cc2)cc1 | 10.0%
COc1ccc(/C=C2/C(=O)NC(=O)N(c3ccccc3F)C2=O)cc1OC | 3.0%
Cc1cc(Oc2ccc(F)c(F)c2)c(F)cc1[N+](=O)[O-] | 10.0%
C=CC(=O)N1c2ccccc2CCc2ccc(NC(=O)OCC)cc21 | 5.0%
COc1ccccc1N1C(=O)C2C(c3ccccc3C)OC3(C(=O)c4ccccc4C3=O)C2C1=O (centres undefined) | 4.0%
CC(CCc1ccc(O)cc1)Nc1ccccc1F (centres undefined) | 5.0%
COc1cc(/C=N/N2C(=O)CSC2=S)ccc1O | 8.0%
Cc1ccc(C(=O)N2CCN(c3c(Cl)cccc3[N+](=O)[O-])CC2)cc1 | 9.0%
Oc1ccc(N=Nc2cccc(Br)c2)cc1C=Nc1ccc(N2CCOCC2)cc1 | 13.0%
Cc1cc(C)nc(SCC(=O)c2ccc(F)cc2)n1 | 13.0%
O=C1CCCC2=C1C(c1ccccc1Cl)Nc1ccc(C(=O)c3ccccc3)cc1N2 (centres undefined) | 1.0%
CCOCCOC(=O)c1ccc(NC(=O)c2cccc(C)c2)cc1 | 6.0%
COc1ccc(Br)cc1/C=N\NC(=O)CNc1ccc(C)cc1 | 3.0%
CN(C)/C=C(/C=C/C(=O)/C=C/C(=C\N(C)C)c1ccccc1)c1ccccc1 | 26.0%
CCOC(=O)c1cc(-c2ccco2)nc2ccc(Br)cc12 | 2.0%
O=C(NC(=S)Nc1ccc(Cl)c(-c2nc3ccccc3o2)c1)c1ccc(Cl)cc1 | 9.0%
O=[N+]([O-])c1ccc(Cl)c(C=NN2CCN(C3c4ccccc4-c4ccccc43)CC2)c1 | 7.0%
CCOc1ccc(N(CC(=O)NCc2cccnc2)S(=O)(=O)c2ccc(SC)cc2)cc1 | 4.0%
N#C/C(=C\c1cccc(O)c1)C(=O)Nc1cccc(Cl)c1 | 15.0%
C=CCc1ccc(OCCOCCOc2ccc(C)c(C)c2)c(OC)c1 | 8.0%
COC(=O)c1cc(C(=O)Nc2ccccn2)cc([N+](=O)[O-])c1 | 0.0%
COc1cccc(/C=N\Nc2nc(Nc3ccc(F)cc3)nc(N3CCCCC3)n2)c1OCc1ccc(Cl)cc1Cl | 33.0%
CCc1c(C)sc(NC(=O)CCc2ccc(OC)cc2)c1C(=O)OC | 14.0%
CCOc1ccc(C(=O)COC(=O)CC)cc1 | 0.0%
COC(=O)c1cc(NC(=O)c2cccc(Cl)c2)cc(C(=O)OC)c1 | 6.0%
Cc1cccc(N2C(=O)NC(=O)/C(=C\c3cc(Br)c(O)c([N+](=O)[O-])c3)C2=O)c1 | 5.0%
O=C1NC(=O)N(c2ccc(Br)cc2)C(=O)/C1=C/c1ccc2c(c1)OCO2 | 11.0%
CCN(CC)CCOCCOCCN(CC)CC | 6.0%
COc1ccccc1/C=N/NC(=O)c1nc(-c2ccccc2)cc(-c2ccccc2)n1 | 5.0%
Cc1ccc(NCC(=O)N/N=C\c2cc(Br)c(O)c(Br)c2)cc1 | 8.0%
COc1cc(NC(=O)CSCc2ccc(Cl)cc2Cl)c(C(=O)O)cc1OC | 0.0%
COc1ccc(CN2CCN(Cc3ccc(C)cc3)CC2)c(OC)c1OC | 9.0%
C/C=C/c1ccc(OCCOCCOc2ccc(C)cc2[N+](=O)[O-])c(OC)c1 | 10.0%
O=C(NC(=S)Nc1ccc(-c2nc3ccccc3o2)cc1)c1cccc(F)c1 | 3.0%
CC(=O)c1cccc(NC(=O)Nc2ccc(Cl)cc2)c1 | 13.0%
C/C(=N\NC(=O)c1ccccn1)c1cccc([N+](=O)[O-])c1 | 1.0%
CSc1ccc(C=Nn2c(-c3ccc(C)cc3)n[nH]c2=S)cc1 | 12.0%
CCOc1ccc(C(=O)NC(=S)Nc2ccc3oc(-c4ccc(OC)c(Cl)c4)nc3c2)cc1 | 10.0%
C=CCC1NC2(CCCCC2)Cc2cc(OC)c(OC)cc21 (centres undefined) | 10.0%
O=[N+]([O-])c1ccccc1N/N=C/c1ccc(O)c(O)c1 | 37.0%
COc1ccc(S(=O)(=O)Nc2cc(C)cc(C)c2)cc1 | 20.0%
Cc1ccc(/C=C/C(=O)Nc2cccc(Cl)c2C)o1 | 11.0%
CC(C)c1ccc(/C=N/NC(=O)c2ccc(Cl)c(Cl)c2)cc1 | 11.0%
Cc1ccc(NC(=O)COc2ccc3ccccc3c2)c([N+](=O)[O-])c1 | 3.0%
O=C(c1ccc(Br)cc1)N1CCN(c2ccccn2)CC1 | 0.0%
CCOC(=O)c1[nH]nc2c1C(=O)N(c1ccc(Br)cc1)C2=O | 3.0%

An excerpt from above in order of SMILES length, rising:
SMILES | RNase H inhibition
C=CCC1NC2(CCCCC2)Cc2cc(OC)c(OC)cc21 (centres undefined) | 10.0%
CSc1ccc(C=Nn2c(-c3ccc(C)cc3)n[nH]c2=S)cc1 | 12.0%
O=C1NC(=O)N(c2ccc(Br)cc2)C(=O)/C1=C/c1ccc2c(c1)OCO2 | 11.0%

The listing continues.
SMILES | RNase H inhibition
COc1cc(/C=C(/C#N)C(=O)Nc2ccc(O)cc2)cc([N+](=O)[O-])c1O | 10.0%
Cc1ccc(N2C(=O)NC(=O)/C(=C\c3ccc(Cl)c(Cl)c3)C2=O)cc1C | 29.0%
Cc1cccc(N2CCN(C3=NC(=O)/C(=C/c4ccc(-c5cccc([N+](=O)[O-])c5)o4)S3)CC2)c1 | 6.0%
CCOc1ccc(C(=O)Nc2ccc(Br)cn2)cc1Cl | 4.0%
CC(=O)Nc1ccc(S(=O)(=O)n2nc(C)c(Sc3ccc([N+](=O)[O-])cc3)c2C)cc1 | 19.0%
COc1ccc(CC(=O)NC2CC(C)(C)NC(C)(C)C2)cc1OC | 15.0%
O=C(Nc1ccc(Cl)c([N+](=O)[O-])c1)c1cccs1 | 15.0%
Cc1ccccc1C(=O)NC(=S)Nc1ccc(N2CCOCC2)c(Cl)c1 | 31.0%
O=C(Nc1cccc([N+](=O)[O-])c1)c1ccc2c(c1)OCCO2 | 0.0%
Cc1ccc(C2/C(=C(/O)c3ccccc3)C(=O)C(=O)N2CC2CCCO2)cc1 (centres undefined) | 2.0%
COc1ccccc1C1/C(=C(\O)c2ccccc2)C(=O)C(=O)N1CCN(C)C (centres undefined) | 4.0%
COC(=O)C1=C(C)NC2=C(C(=O)CC(c3ccc(OC)cc3)C2)C1c1cc(Br)c(O)c(OC)c1 (centres undefined) | 8.0%
CC(=O)Nc1ccc(S(=O)(=O)N2CCN(c3ccc([N+](=O)[O-])c(NC4CC4)c3)CC2)cc1 | 25.0%
COc1ccc2c(c1)=C(c1sc(=S)[nH]c1O)C(=O)N=2 | 8.0%
Cc1c(N2C(=O)c3ccc(Br)cc3C2=O)c(=O)n(-c2ccccc2)n1C | 11.0%
CCOc1ccc(CN2CCN(C(=O)c3ccc([N+](=O)[O-])cc3)CC2)cc1 | 0.0%
CC(=O)Nc1ccccc1NS(=O)(=O)c1cccc([N+](=O)[O-])c1 | 3.0%
Cc1ccc(S(=O)(=O)Nc2cc(S(=O)(=O)c3ccccc3)c(O)c3ccccc23)cc1 | 14.0%
CC(NC(=O)C(=O)N/N=C/c1ccccc1)c1ccccc1 (centres undefined) | 5.0%
COc1ccc(OCC(=O)Nc2cccc(-c3nc4ccccc4s3)c2)cc1 | 7.0%
CCOC(=O)c1c(NC(=S)Nc2ccccc2)sc2c1CC(C)(CC)OC2 (centres undefined) | 27.0%
Cc1ccc(OCC(=O)NCc2ccc(F)cc2)c(C)c1 | 6.0%
O=C(Cc1ccc(Br)cc1)Nc1ccc(Cl)c(Cl)c1 | 0.0%
Cn1/c(=N/N=C/C=C/c2ccco2)sc2ccccc21 | 6.0%
O=C(Nc1cccc(Oc2ccc3c(c2)C(=O)N(c2ccccc2)C3=O)c1)c1ccc([N+](=O)[O-])cc1 | 6.0%
CCOC(=O)c1c(NC(=O)c2ccco2)sc(C(=O)N2CCCCC2)c1C | 9.0%
Cc1cc(C)nc(NN2C(=O)/C(=C/c3cccc(Br)c3)SC2=S)n1 | 5.0%
CC(C)CCNC(=O)c1ccc(Cl)c(Cl)c1 | 0.0%
CCC(=O)Nc1sc2c(c1C(=O)Nc1cccc3ccccc13)CCC2 | 6.0%
COc1ccc(CCC(=O)Nc2sc3c(c2C(N)=O)CCCCCC3)cc1 | 12.0%
COc1cc(-c2ccc(NC(=O)c3ccc(Cl)cc3Cl)c(OC)c2)ccc1NC(=O)c1ccc(Cl)cc1Cl | 3.0%
CN1C(=O)/C(=C\c2ccc(OCc3cccc4ccccc34)cc2)SC1=S | 2.0%
CCOc1ccc(C(=O)NC(=S)Nc2cc(Cl)cc(Cl)c2)cc1Cl | 43.0%
COC(=O)COc1ccc(/C=C(/C#N)C(=O)Nc2ccccc2)cc1OC | 9.0%
Cc1cccc(NC(=O)C2(c3ccccc3)CC2(Cl)Cl)c1C (centres undefined) | 4.0%
Cc1cc(Cl)ccc1OCC(=O)Nc1ccc(I)cc1Cl | 21.0%
Cc1ccc(OCC(=O)NCc2ccccn2)c(Br)c1 | 12.0%
CCCC(C)C(=O)N1CCc2ccccc21 (centres undefined) | 10.0%
COc1ccc(/C=C2\C(=O)N(c3nc(-c4ccc(F)cc4)cs3)N=C2C)cc1 | 33.0%
Cc1ccc(NC(=O)CCC(=O)N=Nc2c(O)[nH]c3cc(Br)c(C)cc23)c(C)c1 | 12.0%
O=C1C=C(NNC(=O)c2ccccc2O)CCC1 | 5.0%

In another format: 4 of the compounds above.
COc1cc(-c2ccc(NC(=O)c3ccc(Cl)cc3Cl)c(OC)c2)ccc1NC(=O)c1ccc(Cl)cc1Cl
- RNase H inhibition: 3.0%

CN1C(=O)/C(=C\c2ccc(OCc3cccc4ccccc34)cc2)SC1=S
- RNase H inhibition: 2.0%

CCOc1ccc(C(=O)NC(=S)Nc2cc(Cl)cc(Cl)c2)cc1Cl
- RNase H inhibition: 43.0%

COC(=O)COc1ccc(/C=C(/C#N)C(=O)Nc2ccccc2)cc1OC
- RNase H inhibition: 9.0%

Assay outcomes from PubChem.
